ABCB6 inh MLPCN = ABCB6 transporter inhibitors, primary screen, K562-ABCB6 cells, flow cytometry, MLPCN library; AID 602162, 2011; 360,000 tested, 0.19% active; K562-ABCB6 porphyrin accumulation, 1 h; active compounds read low; fluorescence ratio to DMSO, % at 10 µM;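 active means fluorescence ratio to DMSO below 75%, the collection mean minus 3 SD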;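 further: signal is porphyrin accumulated inside mitochondria; 100% equals median channel fluorescence of DMSO control wells; lower ratio means ABCB6 inhibition with less porphyrin fluorescence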
HTR2A ag = mouse Htr2a agonists via beta-arrestin recruitment, primary screen, cell-based, luminescence; activation, % at 7.6 µM; AID 624169, 2012; 360,000 tested, 0.66% active; CHO-K1 mHTR2A beta-arrestin complementation; percent of 30 µM serotonin response; 5-hydroxytryptamine receptor 2A (Mus musculus), P35363;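 active means activation above a run cutoff, the mean activation of all tested compounds plus 3 SD, cut at about 14% in these data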;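 further: 0% = plate median of compound wells and 100% = 30 µM serotonin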
MC4R antagonist = MC4R antagonists of cAMP signaling, primary screen, cell-based, TR-FRET, antagonist arm of biased-ligand search; Melanocortin receptor 4 (Homo sapiens), P32245; MC4R-expressing cells, MTII-stimulated cAMP, LANCE TR-FRET; inhibition, % at 6.5 µM; 360,000 tested, 0.48% active;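 active means inhibition above its plate's cutoff, the mean of tested wells on that plate plus 3 SD, cut at about 29% in these data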;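 further: 0% = Melanotan II alone and 100% = Melanotan II plus saturating MCL0020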
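Material: U2OS-MC4R stable cell line | Reagent: Melanotan II challenge after compound preincubation | Doses: One concentration, 6.5 µM nominal | Incubation: 30-min compound preincubation, 1-h Melanotan II challenge, 1-h detection, room temperature | Signal: TR-FRET cAMP assay | Replicates: One well per compound, no replicates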
MC4R ag barr = MC4R agonists recruiting beta-arrestin, primary screen, cell-based, luminescence, agonist arm of biased-ligand search. Melanocortin receptor 4 (Homo sapiens), P32245. U2OS MC4R beta-arrestin complementation; percent of melanotan II response, DMSO zero. activation, % at 8.9 µM. 360,000 tested, 0.98% active. AID 540308, 2011;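 active means activation above a per-plate cutoff, the mean activation of sample wells on that plate plus 3 SD, cut at about 8% in these data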
ABHD5-PLIN5 inh = ABHD5-PLIN5 interaction inhibitors, primary screen, cell lysate, split luciferase complementation, luminescence. Split G. princeps luciferase complementation, 4 h. inhibition, % at 4 µM. 360,000 tested, 0.78% active;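 active means inhibition above the mean inhibition across every tested compound plus 3 SD, cut at about 22% in these data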;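 further: 0% = DMSO only wells and the 100% control is not disclosed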
TLR9-MyD88 inh = inhibitors of TLR9-MyD88 association in cells, primary screen, cell-based, CHO, BLA complementation, fluorescence | Toll-like receptor 9 (Homo sapiens) + Myeloid differentiation primary response protein … | CCF4 FRET ratio | inhibition, % at 4.98 µM | 340,000 tested, 0.21% active | AID 504734, 2011;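 active means inhibition above the mean over all tested compounds plus 3 SD, cut at about 21% in these data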;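 further: 0% = DMSO only wells and 100% = clavulanate BLA inhibitor control wells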
NCOA2 inhibitor = inhibition of GAL4-SRC2 driven luciferase reporter, primary screen, SRC2 inhibitor project, cell-based, luminescence; 370,000 tested, 0.17% active; inhibition, % at 9 µM; HEK293 GAL4-SRC2 luciferase reporter;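 active means inhibition above the mean inhibition of all tested compounds plus 3 SD, set per campaign, cut at about 52% in these data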;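 further: 0% = DMSO treated cells and 100% = cells given Gossypol at 36 µM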
Target sequence (Q15596 whole entry, looked up, the tested form may be a part): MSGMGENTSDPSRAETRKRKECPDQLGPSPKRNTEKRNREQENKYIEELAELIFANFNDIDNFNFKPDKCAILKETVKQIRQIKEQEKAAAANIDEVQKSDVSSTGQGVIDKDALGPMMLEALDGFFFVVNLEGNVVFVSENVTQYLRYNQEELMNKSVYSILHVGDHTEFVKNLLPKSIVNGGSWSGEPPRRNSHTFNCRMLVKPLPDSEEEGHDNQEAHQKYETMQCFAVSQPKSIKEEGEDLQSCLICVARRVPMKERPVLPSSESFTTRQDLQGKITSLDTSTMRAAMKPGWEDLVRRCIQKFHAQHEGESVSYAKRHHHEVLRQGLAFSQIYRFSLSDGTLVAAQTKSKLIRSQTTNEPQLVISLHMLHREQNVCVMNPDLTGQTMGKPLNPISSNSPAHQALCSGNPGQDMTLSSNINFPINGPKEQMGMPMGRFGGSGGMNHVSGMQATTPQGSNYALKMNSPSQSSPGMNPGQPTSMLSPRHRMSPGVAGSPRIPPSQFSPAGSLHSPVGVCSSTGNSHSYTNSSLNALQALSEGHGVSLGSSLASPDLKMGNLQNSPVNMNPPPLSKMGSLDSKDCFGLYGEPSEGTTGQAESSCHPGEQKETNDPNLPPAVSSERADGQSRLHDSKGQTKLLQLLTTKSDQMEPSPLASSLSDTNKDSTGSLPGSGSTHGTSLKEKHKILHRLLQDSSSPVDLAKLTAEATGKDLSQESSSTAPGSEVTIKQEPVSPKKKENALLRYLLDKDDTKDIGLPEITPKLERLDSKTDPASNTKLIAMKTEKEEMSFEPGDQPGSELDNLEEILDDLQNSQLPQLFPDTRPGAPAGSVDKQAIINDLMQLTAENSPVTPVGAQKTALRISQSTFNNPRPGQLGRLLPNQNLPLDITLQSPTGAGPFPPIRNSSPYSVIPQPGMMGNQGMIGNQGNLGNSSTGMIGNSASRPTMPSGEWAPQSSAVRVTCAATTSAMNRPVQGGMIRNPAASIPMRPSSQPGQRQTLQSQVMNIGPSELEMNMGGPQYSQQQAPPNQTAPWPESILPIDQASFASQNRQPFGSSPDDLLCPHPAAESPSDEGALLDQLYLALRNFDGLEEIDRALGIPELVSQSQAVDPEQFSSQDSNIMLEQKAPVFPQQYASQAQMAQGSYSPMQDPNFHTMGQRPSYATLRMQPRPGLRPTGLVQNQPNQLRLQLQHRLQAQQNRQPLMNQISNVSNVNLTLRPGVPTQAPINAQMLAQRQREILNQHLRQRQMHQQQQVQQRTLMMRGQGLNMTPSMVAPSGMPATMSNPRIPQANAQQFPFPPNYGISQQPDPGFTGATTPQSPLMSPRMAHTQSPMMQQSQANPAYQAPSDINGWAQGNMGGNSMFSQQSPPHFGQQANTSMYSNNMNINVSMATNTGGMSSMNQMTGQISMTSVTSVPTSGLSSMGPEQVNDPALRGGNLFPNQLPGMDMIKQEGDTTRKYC
NOD2 RIPK2 PPI = NOD2-RIPK2 binding disruptors in cells, primary screen, fluorescence, CHO cells, BLA complementation. 360,000 tested, 0.38% active. AID 624267, 2012. inhibition, % at 4.98 µM. CCF4 ratio; in the data active means inhibition above about 21%;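 further: 0% = vehicle only and 100% = reference blocker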
N-glyco inh = increase of ERlucT glycosylation luciferase signal, primary screen, N-linked glycosylation inhibitor project, D54 ERlucT cells, luminescence, set 2 | D54 ERlucT glycosylation luciferase reporter, 24 h; percent of 100 nM tunicamycin response | reporter increase, % at 12.5 µM | 360,000 tested, 0.23% active;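 active means mean luciferase reporter signal, scaled so untreated is 0 and the glycosylation-blocking control 100, at or above a set limit in every replicate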;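 further: luciferase carries N-glycosylation sites so blocking glycosylation raises the light; 0% = median of neutral control wells and 100% = median of 100 nM tunicamycin wells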
H9c2 protect = cardioprotection against H2O2-induced cell death, primary screen, uHTS, H9c2 cells, ATPLite luminescence; 360,000 tested, 0.63% active; AID 588492, 2011; protection from H2O2 cell death, % at 20 µM; H9c2 cardiomyocytes, H2O2 injury protection, 2 h;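 active means compounds giving at least 50% protection of heart cells from peroxide-induced death in the single-dose screen, raw or plate-pattern-corrected value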;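 further: 0% = DMSO wells with peroxide and 100% = DMSO wells without peroxide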
An asterisk follows results filed as active; . = not tested or not shown. An excerpt; count on the stated rates, not on these rows.

SMILES | ABCB6 inh MLPCN | HTR2A ag | MC4R antagonist | MC4R ag barr | ABHD5-PLIN5 inh | TLR9-MyD88 inh | NCOA2 inhibitor | NOD2 RIPK2 PPI | N-glyco inh | H9c2 protect
COc1ccccc1NC(=O)N1CCCC(CNC(=O)c2ccccc2Cl)C1 (configuration not stated) | 98 | -5 | -1 | -3.7 | -8 | 2 | 2 | -40 | 1 | 2
CC(C)(COC(=O)c1ccccc1)N1CC2CCC(C1)O2 | 99 | -5 | 6 | -0.5 | 3 | 5 | -25 | -15 | -2 | -3
Cc1[nH]nc(-c2ccc(OCc3cnn(-c4ccccc4)c3)cc2O)c1Oc1ccc(F)cc1 | 100 | -4 | 16 | -0.2 | 3 | -3 | -17 | -3 | -2 | -2
CCOC(=O)C1=C(CSc2nccn2C)NC(=O)NC1c1ccc2c(c1)OCO2 (configuration not stated) | 100 | -1 | 4 | 9.2* | -5 | 7 | -10 | -1 | 1 | 11
CCCN1CCc2[nH]c(=S)[nH]c(=O)c2C1 | 112 | 3 | 5 | -0.8 | -13 | -16 | -8 | -5 | 0 | 2
CCc1nn(C(C)C(=O)NC2CCCCCC2)c(=O)c2cc3occc3n12 (configuration not stated) | 94 | 4 | 18 | -3.6 | 6 | -6 | 8 | -6 | -1 | 1
COC(CNC(=O)Cc1c(C)nc2c(-c3ccccc3)c(C)nn2c1C)OC | 92 | 0 | 8 | -2.4 | 0 | -5 | -6 | -6 | 3 | 4
Cc1noc(/C=C/N(C)C)c1S(=O)(=O)N1CCCC(C(=O)NCCC2=CCCCC2)C1 (configuration not stated) | 95 | -4 | 3 | 0.7 | -6 | 3 | -17 | 1 | -1 | 2
Cc1ccc(SCC(=O)NNC(=O)CCS(=O)(=O)c2ccc(C)cc2)cc1 | 97 | 2 | 7 | -1.1 | 7 | 4 | -13 | 4 | 3 | 4
Cc1nnc(SCC(=O)Nc2sc3c(c2C(N)=O)CCC(C)C3)[nH]c1=O (configuration not stated) | 95 | 2 | -3 | -3.0 | -11 | 4 | 3 | 9 | 1 | 3
Cc1nnc(SCC(=O)c2cc(C)n(-c3c(C)n(C)n(-c4ccccc4)c3=O)c2C)s1 | 98 | 3 | -5 | 0.4 | -4 | 2 | 1 | -11 | 2 | 8
COc1ccccc1CNC(=O)Cn1nc(C(F)(F)F)cc1C | 95 | 5 | 5 | -0.9 | 5 | -2 | 33 | -2 | 2 | -6
COc1ccc(OC)c(S(=O)(=O)N2CCCC(C)C2)c1 (configuration not stated) | 103 | 4 | -7 | 1.7 | -1 | -9 | 11 | -9 | 1 | 4
Cc1ccsc1C(=O)NC1CCCN(Cc2ccc(Cl)cc2)C1 (configuration not stated) | 99 | -10 | -4 | 0.5 | -4 | -12 | -8 | -1 | -5 | -4
Cc1ccc(SCCC(=O)Nc2cc(C)on2)cc1 | 95 | -3 | 3 | -0.4 | 0 | 4 | 16 | -8 | 3 | -1
O=C(NCCCNC(=O)c1ccco1)c1ccc(F)cc1 | 97 | -10 | -2 | -0.7 | 10 | -7 | 11 | -6 | 1 | 0
COC(C(=O)N1CCC(n2nccc2NC(=O)C2CC2)CC1)c1ccccc1 (configuration not stated) | 97 | 5 | 8 | -2.7 | -5 | 0 | -25 | 4 | 0 | -2
COc1cc(Cl)c(CNC[C@H]2O[C@@H](n3cnc(C(N)=O)n3)[C@H](O)[C@@H]2O)c(Cl)c1O | 98 | 14 | -3 | 0.0 | 6 | -20 | 6 | 7 | 1 | 8
O=C(COC(=O)Cn1cnc2ccccc2c1=O)Nc1ccccc1OC(F)F | 83 | -2 | 13 | -1.9 | -2 | -11 | -24 | 5 | 3 | -6
CC(=O)Nc1ccc(S(=O)(=O)Nn2cnnc2)cc1 | 95 | 0 | 8 | 1.7 | -1 | -1 | -6 | -11 | 3 | 0
CC(C)(C)c1ccc(C(=O)NCC(=O)OCC(=O)Nc2ccc3c(c2)OCCO3)cc1 | 97 | -5 | -2 | -0.8 | 8 | 6 | -8 | 1 | 1 | -6
COCCn1c(=O)[nH]c(=O)c2c(C(F)(F)F)cc(-c3cccs3)nc21 | 92 | -2 | 21 | -0.7 | 1 | 11 | -8 | 1 | 10 | 32
CCC(=O)N1CCc2cc(Br)cc(S(=O)(=O)CCC(=O)N(CC)CC)c21 | 103 | 3 | 1 | 1.2 | -2 | -1 | -9 | -14 | 4 | 0
CCOc1ccc(NC(=O)CN(C)C(=O)CCCOc2ccc(Br)cc2)cc1OCC | 100 | 3 | 0 | 0.4 | -12 | 5 | -1 | -4 | 0 | -6
Cc1cc(Cl)ccc1NS(=O)(=O)c1c(C)[nH]c(=O)[nH]c1=O | 101 | 5 | 5 | -1.4 | -5 | -1 | -14 | -11 | 3 | -1
O=C(COC(=O)C1CCN(S(=O)(=O)c2cccc3cccnc23)CC1)c1ccc([N+](=O)[O-])cc1 | 100 | -7 | 16 | -1.1 | -12 | -1 | 8 | -9 | 1 | -7
O=C(CSc1nnc(Nc2ccccc2F)s1)NC1CCS(=O)(=O)C1 (configuration not stated) | 97 | -1 | 7 | 0.8 | 14 | -8 | -23 | -4 | 1 | -4
COC(=O)C[C@H]1C[C@H]2c3cc(NC(=O)C4CCOCC4)ccc3O[C@H]2[C@H](CO)O1 | 98 | 3 | 2 | 0.4 | 2 | -7 | -13 | -11 | 0 | 1
Cc1ccc(CNC(=O)C2CC(=O)OC23CCCC3)c(C)c1 (configuration not stated) | 91 | 16* | -9 | 4.1 | 15 | 4 | 16 | -3 | -1 | -3
COc1ccc(/C=C/C(=O)c2cc(Cl)ccc2O)c(OC)c1 | 99 | -5 | -5 | 0.0 | 8 | 1 | -50 | -12 | 2 | -5
COc1cc(CCCN2CCNC[C@@H]2c2ccccc2)cc(OC)c1OC | 100 | 5 | 6 | 0.2 | 5 | 3 | -12 | -8 | 0 | 1
CCOc1ccc(N2C(=O)C3Sc4[nH]c(=O)sc4C(/C=C/c4ccccc4)C3C2=O)cc1 (configuration not stated) | 116 | 10 | 19 | -1.3 | -11 | 3 | -54 | 1 | 1 | 0
CN(CCc1ccccc1)C(=O)c1ccc(NC(=O)Cc2ccc(NC(=O)C3CCN(C(=O)CCc4ccccc4)CC3)cc2)cc1 | 98 | -9 | 12 | -1.7 | -2 | -12 | 20 | 0 | -3 | -24
O=C(c1cc(-c2ccccc2Cl)nc2ccccc12)N1CCN(c2ccccn2)CC1 | 95 | 1 | 5 | 1.4 | 3 | 7 | . | -10 | -8 | -9
CC1=C(C(=O)Nc2ccccc2)C(c2coc3ccccc3c2=O)C2=C(CCCC2=O)N1 (configuration not stated) | 100 | 4 | 6 | 1.1 | -2 | 5 | 7 | -8 | 1 | 20
O=C(CC(NC(=O)c1ccccc1Cl)c1ccccc1)NCCc1ccc(Cl)cc1 (configuration not stated) | 91 | 3 | 19 | -1.5 | -6 | -5 | 11 | -3 | -1 | 1
CCOC(=O)N1CCN(C(=O)CSc2nc3ccccc3c(=O)n2-c2ccccc2)CC1 | 96 | -3 | -5 | -0.7 | -2 | -1 | -25 | -3 | -3 | 52*
Cc1ccc2cc3c(N)c(C(=O)N4CCOCC4)sc3nc2c1 | 93 | 4 | 7 | -0.9 | -2 | 1 | -36 | 2 | -12 | -6
O=C(CN(C(=O)c1csnn1)c1cccc(C(F)(F)F)c1)NC1CCCC1 | 91 | 5 | 0 | 2.6 | -6 | 4 | 23 | -9 | 1 | 3
CC(C)Cc1ccc(CN2CCCC(NC(=O)CSc3nncn3C)C2)cc1 (configuration not stated) | 98 | 1 | 17 | -1.3 | 2 | -4 | 5 | 3 | 2 | -4
CCN(CC)CC(=O)Nc1ccc([N+](=O)[O-])cc1 | 105 | 0 | -8 | -2.5 | -4 | -7 | -13 | -13 | 2 | 0
C=C(C)CSc1nc(N)cc(=O)[nH]1 | 109 | 0 | 15 | 2.1 | 0 | -9 | 1 | -14 | 1 | 4
C=CCSc1nc(C)c(CC(=O)OCC(C)C)c(=O)[nH]1 | 106 | 1 | 5 | -1.1 | -6 | 4 | -17 | -7 | 0 | 8
N=C1C(c2ccccc2)=C(O)CN1c1cccc(S(=O)(=O)N2CCOCC2)c1 | 96 | -2 | 1 | 0.0 | 1 | 3 | -2 | 0 | 1 | -4

Some of these compounds in order of length of the SMILES, ascending.
SMILES | ABCB6 inh MLPCN | HTR2A ag | MC4R antagonist | MC4R ag barr | ABHD5-PLIN5 inh | TLR9-MyD88 inh | NCOA2 inhibitor | NOD2 RIPK2 PPI | N-glyco inh | H9c2 protect
C=C(C)CSc1nc(N)cc(=O)[nH]1 | 109 | 0 | 15 | 2.1 | 0 | -9 | 1 | -14 | 1 | 4
CCN(CC)CC(=O)Nc1ccc([N+](=O)[O-])cc1 | 105 | 0 | -8 | -2.5 | -4 | -7 | -13 | -13 | 2 | 0
C=CCSc1nc(C)c(CC(=O)OCC(C)C)c(=O)[nH]1 | 106 | 1 | 5 | -1.1 | -6 | 4 | -17 | -7 | 0 | 8
CC(C)Cc1ccc(CN2CCCC(NC(=O)CSc3nncn3C)C2)cc1 (configuration not stated) | 98 | 1 | 17 | -1.3 | 2 | -4 | 5 | 3 | 2 | -4
O=C(CC(NC(=O)c1ccccc1Cl)c1ccccc1)NCCc1ccc(Cl)cc1 (configuration not stated) | 91 | 3 | 19 | -1.5 | -6 | -5 | 11 | -3 | -1 | 1
O=C(c1cc(-c2ccccc2Cl)nc2ccccc12)N1CCN(c2ccccn2)CC1 | 95 | 1 | 5 | 1.4 | 3 | 7 | . | -10 | -8 | -9
CCOC(=O)N1CCN(C(=O)CSc2nc3ccccc3c(=O)n2-c2ccccc2)CC1 | 96 | -3 | -5 | -0.7 | -2 | -1 | -25 | -3 | -3 | 52*
CC1=C(C(=O)Nc2ccccc2)C(c2coc3ccccc3c2=O)C2=C(CCCC2=O)N1 (configuration not stated) | 100 | 4 | 6 | 1.1 | -2 | 5 | 7 | -8 | 1 | 20

Screens: PubChem BioAssay, several laboratories
